FEN1 inh = blocks human flap endonuclease 1; Recombinant FEN1 flap cleavage, fluorescence, 15 min; Potency, µM (doses to about 114 µM), for inactives: at the top dose activity change, negative = inhibition, hits mostly inhibitors; 0.35% of 390,000 active; active = well fitted inhibition curve with a large enough effect; inconclusive = small, poorly fitted or top-dose-only effect; inactive = no such curve, though single readings can be large or run the other way; also: nearly all actives have a fitted effect of over 65% in size
Target sequence (P39748 whole entry, looked up): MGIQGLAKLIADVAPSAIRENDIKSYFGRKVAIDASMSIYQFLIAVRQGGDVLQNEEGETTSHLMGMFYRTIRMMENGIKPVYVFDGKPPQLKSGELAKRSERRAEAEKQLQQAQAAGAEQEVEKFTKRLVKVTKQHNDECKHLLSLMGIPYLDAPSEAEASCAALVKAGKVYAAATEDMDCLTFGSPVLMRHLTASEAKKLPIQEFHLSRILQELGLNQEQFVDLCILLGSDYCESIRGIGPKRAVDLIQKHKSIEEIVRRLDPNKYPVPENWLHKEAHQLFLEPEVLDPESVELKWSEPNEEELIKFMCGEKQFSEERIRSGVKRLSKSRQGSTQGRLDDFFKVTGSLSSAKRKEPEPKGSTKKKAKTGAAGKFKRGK
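Recombinant FEN1 (10 nM) was preincubated with pin-transferred compounds for 15 min at room temperature, then flap DNA substrate (50 nM final) was added. Plates were read at 0 and 15 min, and normalized concentration–response data were fitted to a four-parameter Hill equation.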
* hit, by the source's call; ? = inconclusive; & = joins results of further samples; [ ] = dose if it differs, or a comment. % is scaled to controls: 0 for no effect and ±100 for the full control effect; potency is read from the fitted curve at half-maximal effect.

SMILES	FEN1 inh
O=[N+]([O-])c1ccc(Nc2nc(NCCN3CCOCC3)nc(Nc3ccc(I)cc3)n2)cc1	0.2%
CCOC(=O)c1sc(SCc2ccccc2)c2c1CC(C)(C)CC2=O	8.3%
O=C(O)c1ccc(-c2noc(-c3ccccc3C(F)(F)F)n2)cc1	5.1%
Cc1ccccc1Cc1c(C)nc2c(C(=O)N3CCN(Cc4ccc5c(c4)OCO5)CC3)cnn2c1C	-18.8%
COc1cc(-c2nc3n(n2)C(c2ccc(F)cc2)C(C(N)=O)=C(C)N3)cc(OC)c1OC (stereo not drawn)	-7.6%
COc1cc(C(=O)NCC(c2ccco2)N2CCCC2)ccc1OCc1ccc(Cl)cc1Cl (stereo not drawn)	-5.5%
Brc1ccsc1/C=N/Nc1ccccc1	13.4%
CC(=NNC(=S)Nc1ccccc1Cl)c1ccccn1	-3.9%
Cn1c(=O)c2c(nc(NCc3ccccc3)n2Cc2ccccc2)n(C)c1=O	-8.0%
CCOc1nc(-c2ccccc2)ccc1-c1noc(-c2cccnc2)n1	-1.4%
OC1(c2ccccc2)CC(c2ccccc2)c2ccccc2O1 (stereo not drawn)	-15.4%
ON=C1C2CC=C(c3ccccc3)C1CCC2 (stereo not drawn)	-1.7%
CCOC(=O)c1ccc(N(CCC2CO2)S(=O)(=O)c2ccc(C)cc2)cc1 (stereo not drawn)	-12.0%
COc1ccc(OC)c(S(=O)(=O)Nc2cccc3ccccc23)c1	-6.3%
O=C1CCC([N+](=O)[O-])C(c2ccc(C(F)(F)F)cc2)N1 (stereo not drawn)	7.6%
CC(=O)N1CCC(N(CCCOC(C)C)C(=O)Nc2ccc(Cl)cc2)CC1	6.1%
Cc1cc(C=O)cc(C)c1[N+](=O)[O-]	7.7%
COc1ccc(CN2CC[C@H]3C=CC[C@@H](C(=O)Nc4ccccc4)[C@H]3C2=O)cc1OC	-4.0%&-11.1%
CC(=O)OC1C([N+]2(C)CCCCC2)C[C@H]2C3CC[C@H]4C[C@H](OC(C)=O)C([N+]5(C)CCCCC5)CC4(C)[C@H]3CCC12C (stereo partly drawn)	3.4%
O=C(COC(=O)c1cc(=O)[nH]c2ccccc12)Nc1ccc(Cl)c(S(=O)(=O)N2CCOCC2)c1	5.5%
CCN(C(=O)COC(=O)c1ccc(-n2c(C)ccc2C)cc1)c1c(N)n(Cc2ccccc2)c(=O)[nH]c1=O	-0.5%
Nc1ccccc1C(=O)N1O[C@@H]2C=C[C@H]1C2	-2.8%
OCCNc1nc(Nc2ccccc2Oc2ccccc2)nc(N2CCCC2)n1	-13.4%
CC(=O)N1CCN(C(=O)CCNC(=O)c2ccc(Br)cc2)CC1	9.9%
CCOC(=O)C1=CN(C)CCC1=O	16.5%
CNS(=O)(=O)c1cccc(C(=O)OCC(=O)c2ccc[nH]2)c1	10.2%
O=C1C=C(c2c(O)ccc3ccccc23)c2ccccc2C1=O	?
CCOC(=O)C1=CN(Cc2cccc(Br)c2)S(=O)(=O)NC1C (stereo not drawn)	-10.4%
Cc1ccc(C(=O)NCCCn2ccnc2)cc1C	19.0%
CC(=O)NC(c1ccc(C(C)C)cc1)c1c(O)ccc2ccccc12 (stereo not drawn)	-3.0%
COc1ccc(COC(=O)CCc2cc(OC)c(OC)c(OC)c2)cc1F	12.8%
C1CCc2c(c(N3CCOCC3)nc3sc4c(N5CCOCC5)nnnc4c23)C1	-0.3%
O=C(O)c1ccc(Cn2cnc3c(=S)nc[nH]c32)cc1	11.5%
Cc1cccc(NC(=O)c2c(NC(=O)c3ccco3)sc3c2CCC(C(C)(C)C)C3)c1 (stereo not drawn)	0.8%
CCN(C(=O)COC(=O)c1cc(=O)[nH]c2ccccc12)c1c(N)n(Cc2ccccc2)c(=O)[nH]c1=O	14.5%
CCN1C[C@@H]2[C@@H]3C(=O)N(Cc4ccccc4)C(=O)[C@@H]3[C@](C)(C(=O)OC)N2C1=NC1CCCCC1	-17.4%
COC(=O)c1ccc(NC(=O)CN(Cc2ccccc2)S(=O)(=O)c2ccc(Cl)cc2)cc1	-24.9%
COc1ccc(NC(=O)c2cc3cc(OC)ccc3oc2=O)cc1	8.1%
O=c1c2ccccc2oc2ccc(-c3ccc4[nH]ccc4c3)cc12	-14.7%
COc1ccc(C(=O)Nc2ccc(S(=O)(=O)N3CCN(C)CC3)cc2)cc1	-3.9%
Cn1c(=O)c2[nH]c(CCCCCCCc3nc4ccccc4[nH]3)nc2n(C)c1=O	-1.3%
CC/C(=C\c1ccc(C(=O)OC)cc1)c1cc(OC)cc2oc3ccccc3c12	-4.8%
CCCN(CC(=O)Nc1ccccc1C)C(=O)Cc1c[nH]c2ccccc12	6.7%
NC(=Nc1nc(-c2ccccn2)cc2ccccc12)c1ccccn1	-7.1%
C[C@@H]1CCC[C@@]2(O[C@@H](CCO)C[C@@H](O)[C@@H]2O)O1	20.7%
COc1cc[n+]([O-])cc1[N+](=O)[O-]	8.7%
N#Cc1cccnc1N1CCN(C(=O)c2ccc3c(c2)S(=O)(=O)c2ccccc2C3=O)CC1	15.6%
COc1ccc(NC(=O)CCCNC(=O)c2ccc(Cl)cc2)cc1S(=O)(=O)N1CCOCC1	-14.7%
CC(C)CN1CCC(=O)NC1=S	-3.6%
O=C(Nc1ccccc1)Nc1ccc(Nc2ccccc2)cc1	1.2%
S=c1nc[nH]c2c1ncn2-c1ccc(Cl)cc1	3.3%
Cc1ccc2c(/C=C/c3ccc(N(C)C)cc3)ccnc2c1	-9.5%
Cc1cc([N+](=O)[O-])c(NC2CCCCC2)c([N+](=O)[O-])c1	5.8%
COc1ccccc1OCC(=O)NNC(=O)Nc1ccccc1	-1.5%
Cc1cccc(Nc2nnc(-c3ccc(C)c(S(=O)(=O)NCC4CCCO4)c3)c3ccccc23)c1 (stereo not drawn)	-0.7%
CN(C(=O)c1cccc(NC(=O)Cc2cccc(NC(=O)C3CCCN(C(=O)c4ccccc4)C3)c2)c1)C1CCC1 (stereo not drawn)	-13.2%
Cc1ccc(C(=O)COC(=O)c2cccc(NC(=O)c3ccc(Br)cc3)c2)cc1	-2.8%
O=C(C[n+]1ccccc1Cl)c1ccc(I)cc1	-23.2%
Cc1noc(C)c1CSCC(=O)Nc1ccccc1N1CCCC1	-11.1%
COc1ccccc1OCCNC(=O)c1ccc(C(C)(C)C)cc1	6.8%

The results go on.
SMILES	FEN1 inh
Cc1cc(C)c2c(n1)NCCC2	10.5%
COc1ccc(OCC(CO)N2CCN(c3ccccc3)CC2)cc1 (stereo not drawn)	14.3%
CCN(CC)c1cc(C)c(/C=C/c2ccnc3ccccc23)cc1C	?
O=C(c1ccc(N2CCOCC2)c([N+](=O)[O-])c1)N1CCN(c2ccccc2)CC1	7.6%
COc1ccc(Br)cc1[C@@H]1Nc2ccc(C(=O)O)cc2[C@@H]2C=CC[C@@H]21	?
CC1(C)CCC(=O)c2ccccc21	2.2%
CCc1nc(SCC(=O)N2CCc3cc(OC)c(OC)cc3C2)c(C#N)cc1C	6.3%
COc1ccc(Cc2nc3ccccc3c(=O)n2N)cc1OC	-11.7%
Nn1c(=S)[nH]c2sc3c(c2c1=O)CCCC3	10.2%
C[C@@H]1[C@H](c2ccccc2)OCCS(=O)(=O)N1Cc1cccc(Cl)c1	-2.7%
O=[N+]([O-])c1ccc(COc2ccc(CN3CCCCC3)cc2)cc1	-19.3%
COCCN(C(=O)COC(=O)COc1ccc2ccccc2c1)c1c(N)n(Cc2ccccc2)c(=O)[nH]c1=O	0.9%

Rewritten as labelled records: part of the list above.
Molecule: COc1ccc(Cc2nc3ccccc3c(=O)n2N)cc1OC
  FEN1 inh: -11.7%
Molecule: Cc1cc(C)c2c(n1)NCCC2
  FEN1 inh: 10.5%
Molecule: CCc1nc(SCC(=O)N2CCc3cc(OC)c(OC)cc3C2)c(C#N)cc1C
  FEN1 inh: 6.3%
Molecule: COc1ccc(Br)cc1[C@@H]1Nc2ccc(C(=O)O)cc2[C@@H]2C=CC[C@@H]21
  FEN1 inh: ?

Additional structures.
SMILES	FEN1 inh
CCCCSc1nnc2c(n1)OC(C)N(C(C)=O)c1ccccc1-2 (stereo not drawn)	49.4%[activator]
CS(=O)(=O)N(CC(=O)NCCSCc1ccccc1)c1cc(C(F)(F)F)ccc1Cl	2.9%
CN(C)c1ccc(C=Nc2cncc3ccccc23)cc1	3.1%
Cc1cccc(NC2CNC(=O)NC2=O)c1 (stereo not drawn)	1.0%
Cc1ccc(S(=O)(=O)Nc2c(C)n(C)n(-c3ccccc3)c2=O)cc1C(=O)OC(C)C(=O)c1ccccc1 (stereo not drawn)	-2.8%
COc1ccc(C(=O)Nc2cccc(C(=O)Nc3cc(C)ccn3)c2)cc1	-0.1%
CO[C@H]1O[C@H](CBr)[C@@H](OC(=O)c2ccccc2)[C@H](O)[C@H]1O	7.8%
O=C(Nc1ccccc1)C1=C[C@H](c2ccc(C(F)(F)F)cc2)C[C@H](OCCCCO)O1	-1.9%
O=C(O)CSCC(=O)Nc1ccccc1	2.1%
Cc1ccc(C(=O)Nn2cnnc2)cc1[N+](=O)[O-]	-14.2%
Cc1csc(NCC(=O)c2c[nH]c3ccccc23)n1	-13.2%
CCOc1ccc(CN(C)Cc2cc(=O)oc3c(C)c(C)ccc23)cc1OC	-0.3%
CCOc1ccc(NC(=S)N2CCC(C(=O)c3ccc(F)cc3)CC2)cc1	-0.2%
CC(=O)Nc1ccc(NC(=O)CS(=O)(=O)c2cn(CC(=O)N3CCCCC3)c3ccccc23)cc1	3.2%
C[C@@H]1CN(S(=O)(=O)C(C)(C)C)[C@H](CCO)/C1=C\c1ccccc1	10.6%
CCCCNc1nc2c(c(=O)n(Cc3ccc(Cl)c(Cl)c3)c(=O)n2C)n1C	-8.9%
S=C(NC1CCCCC1)NN1CCCCCC1	-0.5%
C=CCC(NCc1ccccc1)c1ccc(C)o1 (stereo not drawn)	4.6%
Cc1ccc(Sc2c(C)nn(C(=O)COc3ccccc3Br)c2C)cc1	7.7%
CCC(=O)Nc1nnc(SCC(=O)NCC2CCCO2)s1 (stereo not drawn)	-1.0%
O=C(COc1ccccc1)NCc1ccco1	-10.4%
COc1cc(OC)c(OC)cc1/C=C/c1ccnc2ccccc12	?
c1cnc2ccc(C(c3nnnn3C3CCCCC3)N3CCN(C4CCCCC4)CC3)cc2c1 (stereo not drawn)	-7.0%
Cc1ccc(S(=O)(=O)N2CCN(c3nc(Nc4ccccc4O)nc4ccccc34)CC2)cc1	4.1%
Cc1ccccc1-c1nc(CN2CCC(C(=O)NC3CCN(Cc4ccccc4)CC3)CC2)c(C)o1	-4.6%
NC(=O)c1ccccc1NC(=O)C(c1ccccc1)c1ccccc1	3.6%
CC(=O)Nc1ccc(S(=O)(=O)O)c2cc(S(=O)(=O)O)c(N=Nc3ccc(N=Nc4ccc(S(=O)(=O)O)cc4)c4ccc(S(=O)(=O)O)cc34)c(O)c12	1.26µM*
CNc1ccc(/C=C2\C=Cc3ccccc32)cc1	-13.2%
CC1CN(CCN2CC(C)N(C=O)CC2C)C(C)CN1C=O (stereo not drawn)	2.5%
CCCCCCCCCCCCN1[C@@H](CC(=O)OC)c2cc(F)cc(F)c2S1(=O)=O	-20.2%
CC1CCC2(CC1)NC(=O)N(CC(=O)c1ccc3c(c1)OCO3)C2=O (stereo not drawn)	-6.0%
O=C(c1ccc2c(=O)n(CC3CCCO3)c(=S)[nH]c2c1)N1CCN(C(=O)c2ccco2)CC1 (stereo not drawn)	-5.4%
O=C(NC1CCCCC1)c1ccc([N+](=O)[O-])cc1	6.5%
Cc1sc2ccccc2[n+]1Cc1ccccc1	-28.4%
CCc1ccc(NC(=O)CSc2nnc(-c3ccccc3)n2C)cc1	-2.0%
CC(C)(C)OC(=O)N(CCc1ccccc1)Cc1cccc(OCc2cccc(NC(=O)/C=C/c3ccccc3)c2)c1	-2.1%

Given as a markdown table: 3 of the compounds above
| canonical_smiles | FEN1 inh |
| --- | --- |
| Cc1ccccc1-c1nc(CN2CCC(C(=O)NC3CCN(Cc4ccccc4)CC3)CC2)c(C)o1 | -4.6% |
| NC(=O)c1ccccc1NC(=O)C(c1ccccc1)c1ccccc1 | 3.6% |
| Cc1sc2ccccc2[n+]1Cc1ccccc1 | -28.4% |

(list continues)
SMILES	FEN1 inh
CC(=O)Nc1cc(C(F)(F)F)ccc1OCCOc1ccccc1	0.7%
Cc1ccc(OC(=O)CCC(=O)Nc2ccc(C(N)=O)cc2)cc1	1.3%
CC(=O)Nc1c(Cl)c(Cl)c2c(c1Cl)C(=O)c1cc(Cl)ccc1-2	5.9%
O=C(CCN1CCCCCC1)Nc1ccccc1F	14.7%
CC(NC(=O)OCc1ccccc1)c1ccccc1 (stereo not drawn)	4.5%
C#CCOCCOCCOCCNc1nc(N2CCN(C(=O)Cn3cc(CCO)nn3)CC2)nc(N2CCN(C(=O)[C@H](Cc3ccc(O)cc3)n3cc(CCO)nn3)CC2)n1	-3.9%
COc1ccc(C(=O)N2CC(c3ccc(Cl)cc3)CC2=O)cc1 (stereo not drawn)	19.1%
COc1ccc(C(=C(CC(=O)O)C(=O)OC(C)(C)C)c2cc(OC)c(OC)c(OC)c2)cc1OC	4.4%
O=C1NC(=S)NC(=O)C1Nc1ccc(Cl)cc1	-12.3%
COC(=O)C1(c2ccccc2)NC(c2cccs2)C2C(=O)N(c3ccccc3)C(=O)C21 (stereo not drawn)	13.1%
O=C(CN1CCOc2ccccc21)N1CCC(Cc2ccccc2)CC1	?
Cc1ccc(-c2csc3ncnc(Sc4nnnn4C4CC4)c23)cc1	-16.6%
CN(C(=O)c1cccc(NC(=O)Cc2ccc(NC(=O)C3CCN(C(=O)C4CCCCC4)CC3)cc2)c1)C1CCC1	-15.6%
C/C(=N\NC(=O)CN1CCCCC1)c1cccc([N+](=O)[O-])c1	14.7%
c1ccc(C(CN2CCCCC2)Oc2ccccn2)cc1 (stereo not drawn)	-9.7%
CCCCCOC(=O)c1ccc(Nc2nc(C(=O)OCC)nc3ccccc23)cc1	-7.8%

Some of the compounds tested; the hit share may differ from the screen's.
